# Bioassay records as filed in PubChem BioAssay.
# MrgX1 agonist = agonists of human MrgX1 receptor. Q96LB2. MrgX1-HEK293 cells, Fluo-4 calcium fluorescence, agonist mode; active compounds read high. B-score at 10 µM. 0.44% of 310,000 active. AID 588627;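 active = calcium response B-score plate-corrected fluorescence ratio at least 3 library SD, with starting fluorescence B-score inside 5 SD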
# Target sequence (Q96LB2 whole entry, looked up): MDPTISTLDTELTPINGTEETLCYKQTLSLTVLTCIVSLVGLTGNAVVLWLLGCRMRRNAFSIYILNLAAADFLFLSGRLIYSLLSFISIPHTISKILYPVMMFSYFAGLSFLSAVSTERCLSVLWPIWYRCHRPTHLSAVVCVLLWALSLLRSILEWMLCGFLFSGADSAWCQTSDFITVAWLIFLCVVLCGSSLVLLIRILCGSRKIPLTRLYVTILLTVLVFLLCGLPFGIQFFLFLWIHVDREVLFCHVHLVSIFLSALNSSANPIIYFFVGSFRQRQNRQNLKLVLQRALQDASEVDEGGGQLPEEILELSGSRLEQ
#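 Assay system: stable human MrgX1 HEK293 cell line. Quantity: 15,000 cells per well. Schedule: cells plated overnight, dye loaded 0.5 h 37 °C, 0.5 h room temperature. Detection: Fluo-4 NW calcium-flux fluorescence, kinetic read. Read-out basis: peak-minus-minimum fluorescence over baseline, converted to B scores. Control set: positive and negative control wells on each plate.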
# RGS4 inh = inhibitors of human RGS4; AID 463165; P49798; B-score at 10 µM; HEK293 M3R/RGS4 inducible, Fluo-4 calcium flux; active compounds read high; triggered by carbachol at its EC20; 0.45% of 310,000 active;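 active = B-score, a plate-corrected calcium signal, over three deviations above library mean, with baseline fluorescence within five deviations of library mean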;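 note: RGS4 expression induced by doxycycline in cells with stable M3 receptor; B-score is computed from the integrated fluorescence ratio over baseline after carbachol; higher B-score means a larger calcium signal and so more RGS4 inhibition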
# Target sequence (P49798 whole entry, looked up): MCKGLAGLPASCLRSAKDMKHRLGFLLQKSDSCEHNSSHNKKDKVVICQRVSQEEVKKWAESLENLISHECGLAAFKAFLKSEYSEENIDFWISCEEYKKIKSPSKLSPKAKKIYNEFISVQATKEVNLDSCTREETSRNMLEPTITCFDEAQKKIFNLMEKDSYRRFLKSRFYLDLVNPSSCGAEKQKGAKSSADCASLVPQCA
# TRPC6 inhibitor = blocks the mouse TRPC6 cation channel; Q61143; HEK293-TRPC6, membrane potential dye, ACh-evoked depolarization; active compounds read low; B-score at 10 µM; 1.1% of 310,000 active;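 active = B-score under library mean minus 3 SD, initial fluorescence not abnormally high, positive integrated signal ratio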;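 note: B-score derived from integrated fluorescence ratio over the kinetic read; more negative B-score means stronger inhibition of depolarization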
# HDAC3 inhib = blocks human histone deacetylase 3. recombinant HDAC3, fluorogenic peptide/trypsin coupled, fluorescence. inhibition, % at 8.3 µM. 0.15% of 320,000 active. AID 2718; in the data active = inhibition above about 26%, passing the limit was not always enough; inconclusive = no clear call, values can overlap the other calls
# Target sequence (O15379 whole entry, looked up): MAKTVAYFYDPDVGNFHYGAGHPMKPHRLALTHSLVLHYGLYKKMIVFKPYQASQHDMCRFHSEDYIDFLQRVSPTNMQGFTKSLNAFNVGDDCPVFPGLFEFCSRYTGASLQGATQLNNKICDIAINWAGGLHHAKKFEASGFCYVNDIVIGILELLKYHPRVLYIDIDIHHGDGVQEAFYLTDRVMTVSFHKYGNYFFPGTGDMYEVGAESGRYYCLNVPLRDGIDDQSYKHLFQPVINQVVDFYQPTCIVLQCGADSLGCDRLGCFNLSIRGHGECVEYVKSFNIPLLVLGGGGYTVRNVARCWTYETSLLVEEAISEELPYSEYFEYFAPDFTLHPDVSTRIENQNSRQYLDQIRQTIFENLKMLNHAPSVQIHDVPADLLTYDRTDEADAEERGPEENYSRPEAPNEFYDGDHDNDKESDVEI
# TMEM16A act = activators or potentiators of mouse TMEM16A chloride channel; Q8BHY3; HEK293 TMEM16A/YFP-H148Q/I152L, iodide quench fluorescence; active compounds read low; B-score at 10 µM; 0.3% of 340,000 active; AID 623877;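 active = fluorescence-ratio B-score plate-corrected deviation score at least 3 library SD below zero, with starting fluorescence score within 5 deviations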;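 note: channel opened by trigger with iodide after compound preincubation; score built on the fluorescence ratio of max minus min over baseline; more negative score means more quench and so TMEM16A activation or potentiation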
# TRPC6 activator = activators of mouse TRPC6 channel; HEK293-TRPC6 membrane potential dye fluorescence; active compounds read high; B-score at 10 µM; Q61143; 0.13% of 310,000 active;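 active = B-score of the integrated fluorescence ratio above library mean plus 3 SD, and starting fluorescence ratio within library mean plus 5 SD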;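 note: higher score means more depolarization so channel activation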
# MrgX1 antag = antagonists of human MrgX1 receptor. Q96LB2. MRGX1-HEK293 calcium flux, Fluo-4, BAM8-22 antagonism; active compounds read low. B-score at 10 µM. 1.3% of 310,000 active. AID 588676;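 active = calcium-response B-score plate-corrected more than 3 library SD below zero, starting fluorescence within 5 deviations, no agonist response on first addition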;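 note: peak minus trough fluorescence over baseline after final BAM8-22 challenge near maximal dose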
# SKKanGAS inh = SKKanGAS growth inhibition. S. pyogenes SKKanGAS, kanamycin growth, BacTiter-Glo, 6 h. inhibition, % at 7.5 µM. 1.3% of 300,000 active. AID 1662;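 active = mean replicate score, as percent of positive control median, at least 50; inconclusive = mean below 50 but one replicate at or above 50; inactive = mean and every replicate below 50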;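 note: strain carries kanamycin resistance gene driven by streptokinase promoter and grows in 40 µg/ml kanamycin; loss of luminescence reflects streptokinase promoter inhibition or plain growth inhibition; 0% = median of DMSO wells and 100% = positive control at its reference dose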
# MrgX1 allo act = human MrgX1 positive allosteric modulation, primary screen; Q96LB2; MrgX1-HEK293, Fluo-4 calcium flux, FDSS; active compounds read high; B-score at 10 µM; 0.63% of 310,000 active;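 active = plate-corrected calcium response at least 3 library SD above typical, normal starting fluorescence, not activating the receptor alone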;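 note: compound read alongside a low EC10 to EC30 dose of BAM8-22 agonist; peak minus trough fluorescence over baseline measured at the second addition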
# RGS4 pot = RGS4 potentiation or activation. HEK293 M3R/inducible RGS4, carbachol calcium flux Fluo4; active compounds read low. 0.92% of 310,000 active. B-score at 10 µM. AID 463111;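 active = B-score of the integrated calcium signal more than 4 SD below the library mean, with starting fluorescence not abnormally high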;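 note: negative B-score means reduced calcium response which marks RGS4 activation or potentiation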
#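 Material: M3R-expressing HEK293 line, RGS4 induced by doxycycline | Schedule: Overnight RGS4 induction, 30 min dye load 37 °C, 20 min compound RT | Measured by: Fluo4 fluorescence kinetic imaging of calcium | Read-out: Integrated calcium ratio converted to B score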
# ANO1 block = inhibitors of mouse TMEM16A calcium-activated chloride channel | normalized B-score (activity score, 25-100; higher = stronger inhibition) at 10 µM | HEK293 TMEM16A/YFP iodide influx fluorescence, ionomycin | 1.2% of 310,000 active | AID 588511 | Q8BHY3;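 active = ratio plate-corrected score three or more library SD toward inhibition, starting fluorescence score within five deviations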;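 note: score derived from kinetic fluorescence span divided by baseline fluorescence per well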
# An asterisk follows results filed as active; i = inactive; ? = inconclusive; nt = no result given. An unsorted share of the library. Share with any hit: about 6.7%.
SMILES,MrgX1 agonist,RGS4 inh,TRPC6 inhibitor,HDAC3 inhib,TMEM16A act,TRPC6 activator,MrgX1 antag,SKKanGAS inh,MrgX1 allo act,RGS4 pot,ANO1 block
NC(=O)[C@@H]1CCCN1C(=O)c1ccc2nc(Cc3cccc(Cl)c3)oc2c1,i,i,i,nt,i,i,i,0,i,i,i
CCOc1cccc(CNCCO)c1OCc1ccc(Cl)cc1,i,i,i,-2,i,i,i,-10,i,i,i
Nc1nnnn1/N=C/c1cc(Br)ccc1O,i,i,i,2,i,i,i,3,i,i,i
Cc1cccc(Cn2c(C(C)(C)C)cc3cccnc32)c1,i,i,i,-6,i,i,i,-5,i,i,i
O=[N+]([O-])c1cc(C(F)(F)F)ccc1NCCc1c[nH]c2ccc(O)cc12,i,13*,i,-4,i,i,i,21,i,i,25*
C(=N\Nc1ccccc1)/c1ccc(N2CCOCC2)cc1,i,i,i,0,i,i,i,-11,i,i,i
Cc1ccccc1-n1nc(CSc2nc3ccccc3[nH]2)c(-c2ccccc2)c1N,i,i,i,-2,i,i,i,-8,i,i,i
Oc1c(C(c2ccccc2Cl)N2CCCC2)ccc2cccnc12 (stereo not drawn),i,i,i,4,i,i,i,76*,i,i,i
N#C/C(=C/c1ccc(CNS(=O)(=O)c2ccccc2)o1)C(N)=O,i,i,i,4,i,i,i,2,i,i,i
CCOCCCNC(=O)C(NC(=O)C1CCC(=O)N1)c1ccc(C)cc1 (stereo not drawn),i,i,i,-2,i,i,i,1,i,i,i
CC(C)CNS(=O)(=O)c1cc(C(=O)OCC(=O)N2CCOCC2)c(Cl)cc1Cl,i,i,i,-1,i,i,i,-1,i,i,i
O=C(O)CN1C(=O)C(=O)N(Cc2cccc(F)c2)C1=O,i,i,i,-2,i,i,i,6,i,i,i
O=C(Nc1cnn(Cc2ccc(Cl)cc2Cl)c1)c1noc2c1CCCC2,i,nt,nt,-4,i,nt,i,nt,i,nt,i
O=S(=O)(c1ccc(Cl)cc1Cl)n1ccc2cccnc21,i,i,i,4,i,i,i,21,i,i,i
O=C(NCCOC(=O)c1ccc(F)cc1)c1ccc(F)cc1,i,i,i,1,i,i,i,2,i,i,i
CC1(C)CC2(CCO1)OC(=O)CC2C(=O)NCc1ccccc1 (stereo not drawn),i,i,i,0,i,i,i,-5,i,i,i
COC(=O)c1ccc(NC(=O)c2sc3nc(-c4ccccc4)cn3c2C)cc1,i,i,i,-5,i,i,i,71*,i,i,i
Cc1ccccc1C(=O)NC(=S)NCCC1=CCCCC1,i,i,i,4,i,i,i,29,i,i,i
Cc1ccn2c(=O)c(C(=O)NCCCN3CCCC3=O)c(O)nc2c1,i,i,-5.5*,-2,i,i,i,12,i,i,i
COc1ccc(C(=O)NCC2CCCO2)cc1OC (stereo not drawn),i,i,i,-7,i,i,i,-1,i,i,i
Cc1cc(C)c2cc(C(=O)Nc3ccccc3)[nH]c2c1,i,i,i,-1,i,i,i,-1,i,i,i
Cc1ccc(N(CC(=O)NC2CCCCC2)C(=O)c2ccc(C)s2)cc1,i,i,i,-1,i,i,i,9,i,i,i
CC1CCCN(C(=O)CCNS(=O)(=O)c2ccc3c(c2)oc(=O)n3C)C1 (stereo not drawn),i,i,i,3,i,i,i,-13,i,i,i
CNC(=S)N(Cc1ccc(OC)cc1)C1CC(=O)N(c2ccc(C(=O)OC)cc2)C1=O (stereo not drawn),i,i,i,7,nt,i,i,-7,i,i,i
Nc1nonc1-n1nncc1-c1ccccc1,i,i,i,2,i,i,i,6,i,i,i
COc1ccc(-c2nc(SC(CC(=O)NCc3ccccc3)c3ccc(OC)c(OC)c3)n[nH]2)cc1 (stereo not drawn),i,i,i,-2,i,i,i,-1,i,i,i
CCOC(=O)C1(C)C=C(Nc2ccc(C)cc2)C(=O)N1c1ccc(C)cc1 (stereo not drawn),i,i,i,-1,i,i,i,-4,i,i,i
Cc1cc(OCC(=O)N2CCN(c3ccccn3)CC2)c(C)cc1Br,i,i,i,-1,i,i,i,2,i,i,i
COc1ccccc1C(C#N)c1cccc(Cl)n1 (stereo not drawn),i,i,i,1,i,i,i,-5,i,i,i
CC12CCC(C(N)=O)(c3nc4ccccc4nc31)C2(C)C (stereo not drawn),i,i,i,-3,i,i,i,-6,i,i,i
CSc1ccccc1NC(=O)CN(C)C(C)C(=O)NC(=O)NC1CCCCC1 (stereo not drawn),i,i,i,7,i,i,i,3,i,i,i
CCCC(=O)N1CCN(Cc2ccc3c(c2)OCO3)CC1,i,i,i,-2,i,i,i,3,i,i,i
CC(Sc1nnc(C(F)(F)F)n1C)C(=O)NC(N)=O (stereo not drawn),i,i,i,2,i,i,i,1,i,i,i
O/N=C(\c1ccc(Cl)cc1)c1ncc(C(F)(F)F)cc1Cl,i,i,i,6,i,i,i,7,i,i,i
Cc1nc(C)c(-c2nnc(-c3ccc(C(C)(C)C)cc3)o2)cc1C(=O)NN,i,i,i,0,i,i,-6*,9,i,i,i
CSc1ccccc1C(=O)Nc1c(C)cccc1C,i,i,i,-2,i,i,i,-10,i,i,i
Cc1c(-c2ccccc2)[n+](=O)c(-c2ccc(Br)cc2)c(C)n1[O-],i,i,i,0,i,i,i,10,i,i,i
CC1CCN(C(=S)Nc2ccc3nc4n(c(=O)c3c2)CCCCC4)CC1,i,i,i,8,i,i,i,0,i,i,i
CCOc1ccc(C(=O)Nc2ccc(-c3cc4ccccc4oc3=O)c(C)c2)cc1[N+](=O)[O-],i,i,i,-11,i,i,i,16,i,i,i
CS(=O)(=O)N(CC(=O)N1CCN(Cc2ccc3c(c2)OCO3)CC1)Cc1ccc(Cl)cc1,i,i,i,7,i,i,i,-10,i,i,i
Cc1cc(-c2nnc(SCC(=O)Nc3ccccc3F)n2N)n[nH]1,i,i,i,-1,i,i,i,8,i,i,i
CCC(CC)NC(=O)Nc1ccc(F)c(Cl)c1,i,i,i,-9,i,i,i,-9,i,i,i
CC(=O)c1cccc(NC(=O)c2ccncc2)c1,i,i,i,0,i,i,i,4,i,i,i
Cn1c(=O)c2c(nc(Oc3ccccc3N)n2C)n(C)c1=O,i,i,i,5,i,i,i,4,i,i,i
N#Cc1ccsc1NC(=O)CN1CCN(S(=O)(=O)c2ccccc2C(F)(F)F)CC1,i,i,i,-7,i,i,i,5,i,i,i
Cc1ccc(-n2nnnc2Sc2ccc(S(=O)(=O)NCCN(C)C)cc2[N+](=O)[O-])cc1,i,i,i,7,i,i,i,4,i,i,i
CCC(C(=O)N/N=C/c1cccnc1)c1ccccc1 (stereo not drawn),i,i,i,?,i,i,i,2,i,i,i
Cc1ccccc1OCC(=O)OCC(=O)Nc1cc(S(=O)(=O)N2CCCCC2)ccc1Cl,i,i,i,0,i,i,i,-9,i,i,i
CC(=O)N(C)c1ccc(NC(=O)Nc2ccc(C)c(C)c2)cc1,i,i,i,1,i,i,i,-4,i,-7.4*,i
Cc1ccc(N(C(=O)CS(=O)CC(=O)Nc2ccc(F)cc2)C(C)C(=O)NC(C)(C)C)cc1 (stereo not drawn),i,i,i,-2,i,i,i,-2,i,i,i

# (list continues)
SMILES,MrgX1 agonist,RGS4 inh,TRPC6 inhibitor,HDAC3 inhib,TMEM16A act,TRPC6 activator,MrgX1 antag,SKKanGAS inh,MrgX1 allo act,RGS4 pot,ANO1 block
S=C(N/N=C1\CCc2ccccc21)NC1CCCCC1,i,i,i,5,i,i,i,?,i,i,i
CC(=O)c1c(O)cc(O)cc1CC(=O)O,i,i,i,4,i,i,i,2,i,i,i
CC1=CC(C)(C)N(C(=O)CSc2nncn2C)c2ccccc21,i,i,i,4,i,i,i,3,i,i,i
CCc1cc(-c2nc(N)ncc2-c2ccc(Br)cc2)c(O)cc1OC,i,i,i,-1,i,i,i,64*,i,i,i
CSc1ccc(C(=S)N2CCN(C(c3ccccc3)c3ccccc3)CC2)cc1,i,i,i,-2,i,i,i,4,i,i,i
CC1CN(CC(=O)Nc2nc(-c3ccc(Cl)cc3)cs2)CC(C)O1 (stereo not drawn),i,i,i,-7,i,i,i,2,i,i,i
CCCCCCCCCCCC(=O)c1c(O)cccc1O,i,i,i,-2,i,i,i,103*,i,-9.2*,100*
O=C(NCc1ccc(F)cc1)C(c1ccccc1)N(C(=O)c1csnn1)C1CC1 (stereo not drawn),i,i,i,2,i,i,i,-4,i,i,i
COc1ccccc1NC(=O)C1C2C=CC3(CN(Cc4cccnc4)C(=O)C13)O2 (stereo not drawn),i,i,i,1,i,i,i,8,i,i,i
Cc1cc2occ(CC(=O)NC3=NCCS3)c2cc1C(C)C,i,i,i,1,i,i,i,65*,i,i,i
Cc1nn(Cc2ccc(Cl)cc2Cl)c(C)c1NC(=O)C1C2CCC(O2)C1C(=O)O (stereo not drawn),i,i,i,-10,i,i,i,-2,i,i,i
CCN(C(=O)c1cc2c(s1)-c1ccccc1OC2)c1cc(OC)ccc1OC,i,i,i,-3,i,i,i,2,i,i,i
CCn1c(C(C)NC(=O)c2ccccc2C)n[nH]c1=S (stereo not drawn),i,i,i,8,i,i,i,3,i,i,i
COc1cccc(C(=O)COC(=O)c2cccs2)c1,i,i,i,-7,i,i,i,-2,i,i,i
O=C(NC1CCCCC1)c1ccc2snnc2c1,i,i,i,-1,i,i,i,-5,i,i,i
CN(CC(=O)N1CCN(c2ccccc2F)CC1)S(=O)(=O)c1cnc[nH]1,i,i,i,3,i,i,i,-19,i,i,i
CC(C)c1ccc(/C=C/C(=O)NCCC2=CCCCC2)cc1,i,i,i,4,i,i,i,1,i,i,i
COc1ccc(CNS(=O)(=O)CCNC(=O)c2ccc3c(c2)OCO3)cc1,i,i,i,1,i,i,i,-2,i,i,i
CN1/C(=C/C=C(C#N)C#N)C(C)(C)c2ccccc21,i,i,i,2,i,i,i,0,i,-7.8*,i
